Screening results: PubChem BioAssay, several laboratories
GPR7 antagonist – human neuropeptides B/W receptor 1 antagonism; GPR7-expressing cells, fluorescence antagonist assay; P48145; inhibition, % at 4.4 µM; 1.1% of 290,000 active; in the data active = inhibition above about 16%, passing the limit was not always enough;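 also: cells stimulated with the agonist NPW; 0% = agonist with vehicle and 100% = vehicle without agonist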
Target sequence (P48145 whole entry, looked up): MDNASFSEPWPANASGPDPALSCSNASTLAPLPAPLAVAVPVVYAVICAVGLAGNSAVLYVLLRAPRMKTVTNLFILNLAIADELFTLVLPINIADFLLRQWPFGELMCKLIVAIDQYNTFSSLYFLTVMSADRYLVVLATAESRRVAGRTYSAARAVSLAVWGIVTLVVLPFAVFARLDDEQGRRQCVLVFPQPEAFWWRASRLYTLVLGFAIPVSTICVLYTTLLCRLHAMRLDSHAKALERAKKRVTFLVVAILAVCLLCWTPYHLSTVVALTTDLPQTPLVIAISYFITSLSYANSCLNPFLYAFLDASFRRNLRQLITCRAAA
MEKK2 WT-MEK5 – raises or lowers MEK5 binding to wildtype human MEKK2 PB1 domain | Q9Y2U5 | binding response (% of control), % at 10 µM | 1.1% of 290,000 active | AID 1531 | bead flow cytometry, Alexa488-MEK5 binding to MEKK2 WT; actives lie on both sides; in the data active = binding response below about 67% or above about 130%
GalR3 antagonist – antagonists of human GalR3; inhibition, % at 3 µM; AID 651719; HEK293 GalR3-CNG cAMP membrane potential fluorescence; galR3 body fused to GalR1 C-terminus; 0.44% of 360,000 active;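 active = inhibition above the screen-wide average plus 3 SD, cut at about 13% in these data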;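 also: forskolin and galanin both at EC90 stimulate the cells; cAMP rise reported by CNG channel membrane potential dye signal; 0% = forskolin plus galanin with DMSO and 100% = forskolin alone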
V1R ag counter – V1a receptor agonism, counter-screen for OXTR agonists | activation, % at 3 µM | CHO-V1R cells, Fluo-8 calcium fluorescence, agonist mode; 0% DMSO, 100% 3 nM vasopressin | 0.25% of 320,000 active | AID 2797;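 active = activation above the mean activation of all tested compounds plus 3 SD, per screening run, cut at about 20% in these data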;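 also: signal is peak over basal fluorescence ratio across a 100 second FLIPR read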
Target sequence (P37288 whole entry, looked up): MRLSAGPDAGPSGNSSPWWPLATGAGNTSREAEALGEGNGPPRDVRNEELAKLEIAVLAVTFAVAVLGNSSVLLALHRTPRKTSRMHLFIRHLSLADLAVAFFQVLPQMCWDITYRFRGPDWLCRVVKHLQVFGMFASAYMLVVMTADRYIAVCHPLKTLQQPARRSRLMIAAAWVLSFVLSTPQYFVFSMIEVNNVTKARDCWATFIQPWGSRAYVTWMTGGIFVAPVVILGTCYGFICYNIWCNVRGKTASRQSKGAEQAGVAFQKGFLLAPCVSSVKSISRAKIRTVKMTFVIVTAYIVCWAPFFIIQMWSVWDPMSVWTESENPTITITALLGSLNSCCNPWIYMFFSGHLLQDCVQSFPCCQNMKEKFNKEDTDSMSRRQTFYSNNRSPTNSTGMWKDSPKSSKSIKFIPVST
OXTR agonist – human OXTR agonism; CHO-OTR cells, Fluo-8 calcium fluorescence; normalized: DMSO 0%, oxytocin 100%; 0.32% of 320,000 active; activation, % at 3 µM; P30559; AID 2435;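 active = activation above the mean of all tested compounds plus 3 SD, cutoff set per screening run, cut at about 20% in these data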;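 also: peak over basal fluorescence ratio from a 100 s FLIPR kinetic read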
PHOSPHO1 block – blocks human PHOSPHO1 phosphatase activity; Q8TCT1; recombinant PHOSPHO1, absorbance phosphatase assay; inhibition, % at 13.3 µM; 1.1% of 290,000 active; AID 1565; in the data active = inhibition above about 60%
Target sequence (Q8TCT1 whole entry, looked up): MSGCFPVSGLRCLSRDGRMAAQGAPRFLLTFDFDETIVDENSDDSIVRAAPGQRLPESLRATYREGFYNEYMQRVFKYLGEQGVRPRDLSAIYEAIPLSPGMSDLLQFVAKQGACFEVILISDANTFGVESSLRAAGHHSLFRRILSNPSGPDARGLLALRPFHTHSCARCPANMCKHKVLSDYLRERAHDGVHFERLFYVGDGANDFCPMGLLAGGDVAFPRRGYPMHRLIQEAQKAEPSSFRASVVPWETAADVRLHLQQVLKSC
MEKK3 PB1 HTS – raises or lowers MEK5 binding to the human MEKK3 PB1 domain; binding response (% of control), % at 10 µM; Q99759; 1.4% of 290,000 active; bead-based flow cytometry, Alexa488-MEK5 binding to MEKK3; actives lie on both sides; 0 = blocked by unlabeled MEK5, 100 = vehicle; AID 1529;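 active = binding response more than 3 SD above or below the average of its plate-row segment, actives on both sides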;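 also: Alexa488 bead fluorescence after subtracting the streptavidin-only scavenger bead signal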
MEKK2 mut-MEK5 – signal of MEK5 binding to mutant human MEKK2 PB1 domain | bead flow cytometry, Alexa488-MEK5 binding to MEKK2 mutant | percent response, % at 10 µM | 0.35% of 290,000 active; in the data active = percent response above about 24%, passing the limit was not always enough; also: inactives centre near 1; some results filed as inactive read as strong as hits; reference of the scale not given here
NALP1 yeast inh – NALP1 inhibition; S. cerevisiae NALP1/ASC/caspase-1 growth, X-gal OD620, 72 h; inhibition, % at 10 µM; 0.61% of 280,000 active; in the data active = inhibition mostly above about 24%, no sharp cut-off; inactive = mostly below about 32%; also: some compounds called inactive have numbers as strong as hits
Active calls of the source: *; x = not tested or not shown.

SMILES	GPR7 antagonist	MEKK2 WT-MEK5	GalR3 antagonist	V1R ag counter	OXTR agonist	PHOSPHO1 block	MEKK3 PB1 HTS	MEKK2 mut-MEK5	NALP1 yeast inh
CC(=O)Nc1ccccc1C(=O)C(=O)Nc1ccccc1	-2	105	0	0.3	-1.4	6	98	15	19
CCN(CC)S(=O)(=O)c1ccc2c(c1)c(=O)c(C(=O)N1CCN(c3ccccn3)CC1)cn2C	2	96	-6	0.8	-0.7	33	92	-6	20
O=C(NC(=S)Nc1ccc(-c2nc3ncccc3o2)cc1)c1ccccc1F	-20	92	1	0.6	-1.6	27	93	-5	2
Cc1cc(C)nc(NC(=O)c2ccc(C)c(C)c2)n1	-13	109	1	-0.7	-1.2	8	110	5	13
CC(C)(C)NCCOCCOc1ccc(Cl)cc1C(C)(C)C	9	109	0	3.4	7.0	28	102	-2	15
Cc1c(NC(=O)CN2c3cccc4cccc(c34)S2(=O)=O)c(=O)n(-c2ccccc2)n1C	-10	101	0	-0.4	-0.1	-1	102	9	17
Cc1cc(C(=O)N2CCN(S(C)(=O)=O)CC2)cs1	-3	103	-4	1.4	-0.8	16	106	4	-8
c1cncc(CSc2nnc3ccc(-c4cccs4)nn23)c1	-7	100	4	-0.7	0.2	-8	99	1	20
O=C(CC1CCCCC1)Nc1ncn[nH]1	-3	106	-2	0.9	1.2	-1	101	6	18
COc1ccc(S(=O)(=O)N2CCN(CCc3ccccc3)CC2)cc1	13	102	-5	1.9	0.7	29	99	-3	2
COc1ccc([N+](=O)[O-])cc1N(CC(=O)NCC1CCCO1)S(C)(=O)=O (configuration not stated)	-9	105	-4	0.1	0.0	-4	103	-1	27
CCOC(=O)C1=C(C)Nc2sc(C(=O)c3ccc(Br)cc3)c(N)c2C1c1ccc(C(=O)OC)cc1 (configuration not stated)	8	87	x	1.2	0.9	38	96	0	21
Cc1ccc(OCC(=O)NNC(=S)NC(=O)c2cccs2)c(C)c1	-11	87	6	x	x	23	94	-7	-12
Cc1nn(Cc2ccc(F)cc2)c(C)c1NC(=O)c1cnn2c1NC(c1cccs1)CC2C(F)(F)F (configuration not stated)	8	106	-4	4.0	1.9	17	108	5	7
CNC(=S)NNC(=O)COc1ccc(C)c(C)c1	-11	96	1	0.2	1.1	0	98	-1	16
Cc1ccc(CN2C(=O)CCC2C(=O)NCc2ccco2)cc1 (configuration not stated)	4	103	0	0.4	0.2	40	105	1	4
O=C(N/N=C/c1ccccn1)c1cc(-c2ccccc2Cl)n[nH]1	-2	88	-7	-0.9	-0.9	7	90	-13	16
N/C(=N\OC(=O)c1ccc2c(c1)OCO2)c1ccc([N+](=O)[O-])cc1	4	101	-6	0.2	-0.3	-3	105	-5	6
COc1ccc(NC(=O)CN2CCC(C(N)=O)(N3CCCCC3)CC2)cc1	-8	103	-2	0.2	-0.1	-1	100	3	12
Fc1ccc(NCc2nnc(SCc3ccccc3)o2)cc1	3	87	-3	-0.7	-2.9	29	99	-8	3
COCCCN1C(=O)N(c2ccccc2)C(=O)C1CC(=O)Nc1ccc(F)cc1 (configuration not stated)	-2	108	-8	-0.6	-0.1	26	107	5	-11
C/C(=N\NC(=O)C(O)(c1ccccc1)c1ccccc1)c1ccc(NC(=O)CCCC(=O)O)cc1	-10	100	-3	x	x	21	102	4	-5
Cc1cc(NC(=O)C2CC2)ncc1NC(=O)c1ccccn1	-6	93	-3	-0.1	-0.4	41	102	-4	-3
COC(=O)c1cc(S(=O)(=O)Nc2cccc(C)c2C)cn1C	-4	104	0	2.1	1.0	20	105	1	18
Cc1ccc(NS(=O)(=O)c2cccc(C(=O)O)c2)cc1S(=O)(=O)N1CCCCC1	-7	103	-11	1.1	1.0	-10	101	-1	18
COC(=O)Nc1sc2c(c1C(=O)NC1CC1)CCCCCC2	-13	98	-6	-0.7	-1.0	88*	92	0	-11
CC(C)C1CC(c2ccccc2)(C(CN)CO)CCO1 (configuration not stated)	-10	104	4	0.4	-0.4	-17	101	4	20
Cc1ccc(C)c(NC(=O)CSc2nnc(-c3ccncc3)o2)c1	-9	93	0	0.8	-0.9	42	93	-7	22
O=C(Cn1nc(-c2ccc(Cl)cc2)c2ccccc2c1=O)NCC1CCCO1 (configuration not stated)	-3	96	0	-1.4	2.3	9	100	-5	13
COC(=O)c1cc(Br)c(=O)n(-c2nccs2)c1	-9	108	-1	-0.2	-0.2	-45	109	18	27

An excerpt of these results, with two lines to a compound:
Values run as follows: GPR7 antagonist	MEKK2 WT-MEK5	GalR3 antagonist	V1R ag counter	OXTR agonist	PHOSPHO1 block	MEKK3 PB1 HTS	MEKK2 mut-MEK5	NALP1 yeast inh
Cc1ccc(OCC(=O)NNC(=S)NC(=O)c2cccs2)c(C)c1
→ -11	87	6	x	x	23	94	-7	-12
O=C(NC(=S)Nc1ccc(-c2nc3ncccc3o2)cc1)c1ccccc1F
→ -20	92	1	0.6	-1.6	27	93	-5	2
CC(C)C1CC(c2ccccc2)(C(CN)CO)CCO1 (configuration not stated)
→ -10	104	4	0.4	-0.4	-17	101	4	20
Fc1ccc(NCc2nnc(SCc3ccccc3)o2)cc1
→ 3	87	-3	-0.7	-2.9	29	99	-8	3

Later entries:
SMILES	GPR7 antagonist	MEKK2 WT-MEK5	GalR3 antagonist	V1R ag counter	OXTR agonist	PHOSPHO1 block	MEKK3 PB1 HTS	MEKK2 mut-MEK5	NALP1 yeast inh
CCCCOc1c(Br)cc(/C=N/O)cc1OCC	-19	102	-2	-1.9	-2.8	3	105	-3	4
CC(=O)c1c(C)[nH]c(C(=O)NCc2ccco2)c1C	-7	98	4	0.7	-0.3	7	105	-45	-15
CCN(CC(=O)NCc1ccc(Cl)cc1)C(=O)/C=C/c1cccs1	-8	100	1	4.7	-2.8	-4	103	1	2
COc1ccc(-c2cc(C(=O)OCC(=O)c3c(N)n(C)c(=O)n(C)c3=O)c3ccccc3n2)cc1	5	93	-4	-0.1	-0.1	6	87	-1	-8
CCOc1ccc(OCC)c(NC(=O)CN2CCN(c3cccc(C)c3)CC2)c1	-1	x	-5	-1.8	-2.3	-29	x	x	-41
O=C(Cn1ccc2ccccc2c1=O)NCC(=O)N1CCN(c2ccc(F)cc2)CC1	1	101	-9	-1.5	-0.2	26	100	-4	14
Cc1ccc(-n2ncc(C#N)c2/N=C/N(C)C)cc1	-14	108	-1	0.5	-0.6	7	106	4	-15
Cc1ccc(S(=O)(=O)N(C)C)cc1-n1c(SCC(=O)Nc2ccc(F)c(F)c2F)nc2ccccc2c1=O	-5	106	-3	1.9	0.4	-2	148*	1	13
Cc1cccc(OCc2nnc(NC(=O)Cc3cccs3)s2)c1	-3	100	2	0.0	1.8	-7	72	2	-51
COc1ccc(C2C(C(C)=O)=C(O)C(=O)N2C)c(OC)c1 (configuration not stated)	-2	97	-2	0.3	0.2	-19	108	7	-33
COc1ccc(NS(=O)(=O)c2cn(C)nc2C)cc1	-14	104	-1	0.6	-0.5	-2	102	2	2
O=C(COCC(=O)N1CCOCC1)N1CCOCC1	-12	100	1	0.3	-0.2	-19	99	6	13
Cc1cc(OCC(=O)N2CCC[C@@H]2C(=O)O)c2c(C)c(C)c(=O)oc2c1	-10	99	-4	0.7	0.4	34	100	1	-11
Cc1cc(C)c(S(=O)(=O)NCC(=O)NCc2cc(=O)n(C)c(=O)n2C)c(C)c1	-2	107	-6	-0.1	-0.5	12	107	4	7
COc1ccc(-n2c(SC3CCOC3=O)nc3ccccc32)cc1 (configuration not stated)	-15	101	1	-0.6	-2.0	26	105	6	16
CCOC(=O)NC1(NCC(C)C)Oc2ccccc2O1	-3	99	-5	-0.4	-0.6	19	100	-4	2
CC(C)c1ccc(NC(=O)C2CC(=O)N=C(N)S2)cc1 (configuration not stated)	-13	99	-4	1.4	0.8	-40	103	1	11
COc1ccc2c(c1)Cc1sc(NC(C)=O)nc1-2	0	106	-6	-1.0	-1.5	17	104	1	10
Cc1c(CCOC(=O)c2ccccc2)sc[n+]1CC(=O)c1ccc(Br)cc1	20*	137	x	-0.9	-0.3	45	103	6	8
O=C(Nc1cccnc1)/C(N=Nc1cccnc1)=C(\O)c1ccccc1	-3	121	-10	-2.0	-2.8	-4	100	13	29
CC(NC(=O)c1cc(=O)[nH]c2ccccc12)c1ccccc1 (configuration not stated)	-9	93	0	0.1	0.4	43	101	-7	9
Cc1cc(NC(=O)CCC(=O)N(c2ccc(F)cc2)C(C(=O)NC2CCCC2)c2ccc(C)o2)no1 (configuration not stated)	-11	92	-4	-1.1	-1.5	33	99	-7	-6
O=C(Nc1cc2c(cc1C(=O)O)OCCCO2)c1ccc(C(F)(F)F)cc1	-1	102	-10	1.6	2.4	37	98	4	8
Cc1ccc(-c2nnn(CC(=O)NCC3COCCO3)n2)o1 (configuration not stated)	3	97	1	0.1	1.0	-53	91	-6	18
O=C(c1ccc(S(=O)(=O)Cc2ccccc2Cl)c([N+](=O)[O-])c1)N1CCOCC1	-3	101	0	5.1	2.3	40	99	3	2
Cc1cc(C)c2[nH]c(C(=O)Nc3ccc(F)cc3Br)cc2c1	-14	96	-11	-0.7	-1.6	1	95	1	12
CC(C)c1ccc(CCNC(=O)CCNC(=O)c2ccc(Br)cc2)cc1	-14	99	-1	5.2	0.4	-37	102	-3	12
CCOC(=O)C1CCN(C(=S)Nc2ccccc2)CC1	-12	104	-1	0.2	0.6	5	97	-10	-16
CC1(C)C2CCC1(CS(=O)(=O)NC1CCCC1)C(=O)C2 (configuration not stated)	-26	108	-5	0.0	-0.4	7	103	8	-8
CCOc1ccc(OCCOc2cccc(C(F)(F)F)c2)cc1	-4	106	5	-1.3	-0.9	15	105	8	7
O=C(NN=C1C2CC3CC(C2)CC1C3)c1cccc(S(=O)(=O)N2CCOCC2)c1	-9	97	-2	-0.1	0.0	-15	99	-2	x
NS(=O)(=O)c1ccc(CCNC(=S)NC2CCCCC2)cc1	-9	88	-1	-0.3	1.2	8	89	-22	-6

Entries of single compounds from above:
Shown for `O=C(Nc1cc2c(cc1C(=O)O)OCCCO2)c1ccc(C(F)(F)F)cc1` : GPR7 antagonist: -1; MEKK2 WT-MEK5: 102; GalR3 antagonist: -10; V1R ag counter: 1.6; OXTR agonist: 2.4; PHOSPHO1 block: 37; MEKK3 PB1 HTS: 98; MEKK2 mut-MEK5: 4; NALP1 yeast inh: 8
Shown for `CC(NC(=O)c1cc(=O)[nH]c2ccccc12)c1ccccc1` (configuration not stated) : GPR7 antagonist: -9; MEKK2 WT-MEK5: 93; GalR3 antagonist: 0; V1R ag counter: 0.1; OXTR agonist: 0.4; PHOSPHO1 block: 43; MEKK3 PB1 HTS: 101; MEKK2 mut-MEK5: -7; NALP1 yeast inh: 9
Shown for `NS(=O)(=O)c1ccc(CCNC(=S)NC2CCCCC2)cc1` : GPR7 antagonist: -9; MEKK2 WT-MEK5: 88; GalR3 antagonist: -1; V1R ag counter: -0.3; OXTR agonist: 1.2; PHOSPHO1 block: 8; MEKK3 PB1 HTS: 89; MEKK2 mut-MEK5: -22; NALP1 yeast inh: -6
